DRD3 antagonist: D3 dopamine receptor (human) antagonism | P35462 | D3R cells, DiscoveRx beta-arrestin luminescence, antagonist mode; stronger effect = lower value | max response, negative = inhibition, % | 360,000 tested, 2.5% active; in the data active = max response below about -50%; inconclusive = no clear call, values can overlap the other calls; note: % is set by controls: 0 for no effect and ±100 for the full control effect; mostly tested at two doses, the higher about 12 µM
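Cells expressing the human receptor were seeded at 1500 cells/well, incubated overnight at 37 degrees C in 5% CO2, then exposed to library compounds with dopamine controls for 90 minutes at 37 degrees C before luminescent detection.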
PTHR1 ag: agonists of human PTHR1 parathyroid hormone receptor | HEK293 GP2 PTHR1 cells, GloSensor cAMP luminescence, 1 h | Potency, µM (titrated, usually from 115 µM), for the others: at the top dose activation, actives largely listed as activators | 410,000 tested, 0.075% active | Q03431; note: potency is the fitted concentration of half-maximal effect; nearly all actives have a fitted effect of over 55% in size; some results filed as inactive show a strong effect at the top dose; inactives centre near -15; many of its hits are not listed in these tables
Target sequence (Q03431 whole entry, looked up): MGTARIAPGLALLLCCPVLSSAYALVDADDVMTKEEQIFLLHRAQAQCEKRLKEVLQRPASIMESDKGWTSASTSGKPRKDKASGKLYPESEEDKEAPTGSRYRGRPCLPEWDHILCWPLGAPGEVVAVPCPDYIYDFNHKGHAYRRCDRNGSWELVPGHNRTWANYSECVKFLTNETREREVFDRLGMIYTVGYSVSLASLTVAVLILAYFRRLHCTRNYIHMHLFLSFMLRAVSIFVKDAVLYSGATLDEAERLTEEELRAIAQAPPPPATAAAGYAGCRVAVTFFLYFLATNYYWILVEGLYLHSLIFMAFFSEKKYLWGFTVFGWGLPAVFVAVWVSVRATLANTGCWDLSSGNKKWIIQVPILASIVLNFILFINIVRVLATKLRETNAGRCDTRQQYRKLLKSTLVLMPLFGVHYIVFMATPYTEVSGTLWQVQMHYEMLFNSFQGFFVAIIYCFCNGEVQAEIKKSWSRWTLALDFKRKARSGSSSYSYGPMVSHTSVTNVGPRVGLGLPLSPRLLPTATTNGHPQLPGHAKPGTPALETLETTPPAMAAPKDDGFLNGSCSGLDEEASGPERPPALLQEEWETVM
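HEK-293-derived GP2 cells expressing PTHR1 and a GloSensor cAMP reporter, 3,000/well, plated overnight, given luciferin plus IBMX (each 0.5 mM as added) for 1 h at 37 °C, then compound for 1 h at 37 °C. Luminescence was read after 15 min at room temperature.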
TDP43 rescue: TDP-43 toxicity inhibition in yeast | TDP-43 expressing yeast growth rescue, BacTiter-Glo, 24 h | Potency, µM (series often up to 46.1 µM), for inactives: top-dose growth rescue (activation), hits mostly activators | 410,000 tested, 1.8% active; note: potency is the fitted concentration of half-maximal effect; % of control where 0% means no effect; nearly all actives have a fitted effect of over 50% in size
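Yeast expressing TDP-43 (pregrown in raffinose, seeded at OD600=0.02 in galactose medium) exposed to compounds 24 hr at 30 deg C. Growth read by BacTiter-Glo luminescence; rescue of toxicity appears as increased signal.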
aSyn rescue: inhibitors of alpha-synuclein toxicity in yeast | Yeast expressing alpha-synuclein, growth rescue, BacTiter-Glo, 24 h | Potency, µM (doses to about 46.1 µM), without a hit: top-dose growth rescue (activation), usual class: activators | 370,000 tested, 0.14% active | AID 652106; note: potency is the fitted concentration of half-maximal effect; % of control where 0% means no effect; nearly all actives have a fitted effect of over 65% in size
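Rescue of yeast growth: cells expressing toxic alpha-synuclein, induced in galactose at OD600 0.02, incubated with compound 24 h at 30 C. ATP luminescence quantified growth; inhibitors of toxicity appear as activators.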
GLP-1R agonist: activates the human GLP-1 receptor; P43220; HEK293 GLP-1R CRE-luciferase, luminescence, 4-6 h; cells express a hypersensitive GLP-1R form; Potency, µM (top dose mostly 45.6 µM), inactives show top-dose activation, usual class: activators; 380,000 tested, 0.007% active; AID 624172; note: potency is the fitted concentration of half-maximal effect; % of control where 0% means no effect
Target sequence (P43220 whole entry, looked up): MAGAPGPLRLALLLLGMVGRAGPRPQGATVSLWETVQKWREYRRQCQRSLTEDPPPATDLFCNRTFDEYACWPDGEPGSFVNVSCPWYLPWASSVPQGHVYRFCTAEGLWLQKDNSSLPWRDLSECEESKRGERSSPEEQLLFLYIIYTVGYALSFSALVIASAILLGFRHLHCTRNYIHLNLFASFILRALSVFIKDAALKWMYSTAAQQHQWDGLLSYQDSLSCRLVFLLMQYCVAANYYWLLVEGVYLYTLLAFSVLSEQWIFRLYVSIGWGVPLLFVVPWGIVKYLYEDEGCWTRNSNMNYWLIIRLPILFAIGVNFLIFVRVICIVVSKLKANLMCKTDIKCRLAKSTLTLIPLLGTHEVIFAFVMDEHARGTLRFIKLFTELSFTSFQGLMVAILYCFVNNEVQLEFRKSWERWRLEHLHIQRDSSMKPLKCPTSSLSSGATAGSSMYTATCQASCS
D3 ag: activates the human D3 dopamine receptor; AID 652048; 410,000 tested, 0.58% active; D3R DiscoveRx beta-arrestin cells, luminescence, 90 min; max activation, %; in the data active = max activation above about 30%; note: 0% is about no effect; mostly tested at two doses, the higher about 12 µM
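Agonist-mode cell screen: cells plated at 1500/well and incubated overnight at 37 °C, then exposed to library compounds for 90 min at 37 °C. Detection reagent was added for 30–60 min at room temperature, and luminescence was read.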
KB-V1 cytotox: KB-V1 MDR subline cytotoxicity. KB-V1 MDR cells viability, CellTiter-Glo, 72 h. Potency, µM (highest dose often 46.1 µM), for inactives: at the highest dose activity change, negative = cytotoxicity, most hits filed as cytotoxic. 400,000 tested, 3.4% active; note: potency is the fitted concentration of half-maximal effect; % is set by controls: 0 for no effect and ±100 for the full control effect; nearly all actives have a fitted effect of over 60% in size
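KB-V1 cells (P-gp-expressing MDR subline of KB-3-1) in phenol-red-free DMEM with 10% FBS were exposed to library compounds over a concentration series for 72 h at 37 degrees C. Viability read by CellTiter-Glo luminescence; concentration-effect curves fitted after normalization.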
GLP1R cytotox: cytotoxic in the GLP-1 receptor inverse agonist counter-screen | HEK293 cAMP-luciferase reporter cells, luminescence, 24 h | Potency, µM (doses to about 38.3 µM), inactives show at the top dose activity change, negative = inhibition, hits mostly inhibitors | 410,000 tested, 0.13% active;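 note: loss of luciferase light is scored as toxicity; potency is the fitted concentration of half-maximal effect; % is set by controls: 0 for no effect and ±100 for the full control effect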
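MLSMR compounds, 24 hr on cells at 37 deg C/5% CO2; luminescence after luciferase reagent (12 min RT). Inhibition counted as the undesired cytotoxic outcome.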
GLP-1R inv ag: acts as inverse agonist at human GLP-1 receptor; HEK293 GLP-1R CRE-luciferase, luminescence, 24 h; GLP-1R form is constitutively active; Potency, µM (titrated, usually from 38.3 µM), inactives show at the top dose activity change, negative = inhibition, hits mostly inhibitors; 410,000 tested, 1.6% active; AID 624417; note: potency is the fitted concentration of half-maximal effect; % is set by controls: 0 for no effect and ±100 for the full control effect; nearly all actives have a fitted effect of over 55% in size
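Using stably transfected HEK293 (constitutively active GLP-1R, cAMP-luciferase reporter), compounds were incubated 24 hr and luciferase measured by luminescence.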
* marks the source's active call; other numbers are inactive results; i = inactive; ? = inconclusive; . = not tested or not shown; [ ] = dose if it differs, or a comment. Unless noted, calls come from the whole dose curve; as a rule, active = well fitted curve in the direction sought with a large enough effect; inconclusive = small, poorly fitted or top-dose-only effect, or another doubt; inactive = no such curve, though single readings can be large; an effect the other way counts as inactive or inconclusive. Not all compounds are listed (hit frequency here may not be typical).

A first look, two compounds:
Values run as follows: DRD3 antagonist, PTHR1 ag, TDP43 rescue, aSyn rescue, GLP-1R agonist, D3 ag, KB-V1 cytotox, GLP1R cytotox, GLP-1R inv ag
CN(C)C(=O)c1ccc(NC(=O)c2cccc(S(=O)(=O)N3CCCc4ccccc43)c2)cc1
→ 0, -26%, -16%, 2%, 13%, 3, ?, -13%, ?
Cc1cc(C)cc(C(=O)n2nc(C)c(S(=O)(=O)N3CCCCCC3)c2C)c1
→ ., -3%, 26%, ., -3%, 4, -4%, 1%, 10%

Main list, repeating the preview:
Values run as follows: DRD3 antagonist, PTHR1 ag, TDP43 rescue, aSyn rescue, GLP-1R agonist, D3 ag, KB-V1 cytotox, GLP1R cytotox, GLP-1R inv ag
CN(C)C(=O)c1ccc(NC(=O)c2cccc(S(=O)(=O)N3CCCc4ccccc43)c2)cc1
→ 0, -26%, -16%, 2%, 13%, 3, ?, -13%, ?
Cc1cc(C)cc(C(=O)n2nc(C)c(S(=O)(=O)N3CCCCCC3)c2C)c1
→ ., -3%, 26%, ., -3%, 4, -4%, 1%, 10%
C=CCc1cc(/C=C2/NC(=O)NC2=O)cc(OCC)c1O
→ 7, i, -2%, 3%, 20%, 20, -20%, 2%, 10%
COc1ccc(CN(CCN2CCOCC2)C(=O)c2c(F)cccc2F)cc1OC
→ 9, i, -18%, 5%, -2%, 2, ?, 5%, 64%[activator]
CN(C)c1ncnc2c1ncn2[C@H]1CN(Cc2ccc3c(c2)OCO3)C[C@@H](CO)O1
→ 11, 5%, -5%, 1%, -2%, 2, -12%, -5%, 33%[activator]
CS(=O)(=O)c1ccc2nc(NC(=O)CCN3C(=O)c4ccccc4C3=O)sc2c1
→ -20, i, -17%, -2%, 8%, -12, 8%, 3%, 47%[activator]
CCOC(=O)CSc1nc(-c2ccccc2)ns1
→ -10, -5%, 6%, -9%, 6%, -1, 0%, 11%, 4%
O=C(NCc1ccc(Cl)cc1)C(=O)NCC(c1cccnc1)N1CCN(c2ccc(F)cc2)CC1 (stereo unspecified)
→ 1, -45%[inhibitor], -6%, 18%, 8%, 11, ?, 18%, 38%[activator]
CCOc1cc(/C=N\Nc2nc(-c3ccc(C)cc3)c(NC(C)=O)s2)ccc1O
→ -7, -11%, 4%, 0%, 19%, 8, 12%, -2%, 20%
CCC(CO)Oc1cc(NCc2ccccc2)c2ncn(C(C)C)c2c1 (stereo unspecified)
→ 5, i, -10%, -11%, 2%, 37*, 8%, -23%, 10%
O=C(NCc1cccs1)c1ccc(CSc2nc3cccnc3n2Cc2ccccc2)cc1
→ ., -2%, -11%, ., ., -8, -21%, 6%, ?
COc1ccc(C2=C(Nc3ccc(Br)c(C)c3)c3ccccc3C2=O)cc1
→ ., -35%[inhibitor], 14%, ., ., 1, ?, 1%, ?
CCCN(CCC)C1Sc2ccc(C(=O)OC)cc2NC1=O (stereo unspecified)
→ 3, -15%, -11%, 0%, 0%, 1, ?, -2%, 15%
CCC(NC(=O)c1cc(COc2ccc(C)nc2)on1)c1ccc(C)cc1 (stereo unspecified)
→ 3, -39%, 16%, 0%, 0%, 3, ., 0%, ?
O=C1COc2ccc(C(=O)COC(=O)c3ccccc3Cl)cc2N1
→ 17, -4%, 9%, -2%, -5%, -3, ?, 17%, 24%
CCOC(=O)C1CCN(S(=O)(=O)Cc2ccccc2)C1=O (stereo unspecified)
→ 9, -8%[57.5 µM], 6%, -2%, -6%, 0, 30%, 22%, 1%
C/C(=N\NC(=O)c1nnn(-c2nonc2N)c1C)c1ccc(OCc2ccccc2)cc1
→ 2, i, 4%, -1%, -7%, -2, -6%, -6%, -1%
N#CCCN(C(=O)COC(=O)c1ccc(S(=O)(=O)N2CCCC2)cc1)c1cccc(Cl)c1
→ 7, i, 14%, -4%, 13%, 1, ?, 0%, 10%
C[C@@H](C(=O)OCC(=O)NCCc1ccc(S(N)(=O)=O)cc1)N1C(=O)C2CCCCC2C1=O (stereo partly specified)
→ 4, -30%[inhibitor], ?, -1%, 6%, 4, -9%, -1%, 15%
Cc1cc(=O)oc2cc(OCC(=O)N3CCN(c4ccc(F)cc4)CC3)c(Cl)cc12
→ -17, i, -14%, -4%, -2%, -4, 8%, 0%, 0%
COc1ccc(Nc2ncnc3onc(C)c23)cc1Cl
→ ., i, 0%, -6%, ?, -4, ?, 0%, 11%
CCOC(=O)c1ccc(Oc2ccc(C(F)(F)F)cn2)cc1
→ 14, -41%[inhibitor], 6%, 6%, -8%, 4, ?, 4%, -29%
O=C(Nc1ccc(F)cc1)[C@H](CSCc1ccccc1)N1Cc2ccccc2C1=O
→ ., -39%[inhibitor], 10%, ., -2%, 1, -5%, -15%, -8%
CCOCCCNC(=O)c1cc(C)nn1-c1ccccc1
→ 6, -12%, 13%, -2%, 4%, 4, -2%, -10%, 10%
O=C(c1cccc(S(=O)(=O)N2CCOCC2)c1)N1CCOCC1
→ 22, -10%, 0%, 1%, -4%, 0, 6%, 1%, 2%
COc1ccc(NC(=O)CSc2nnc(-c3ccncc3)n2-c2ccccc2)cc1
→ ., i, 11%, ., 0%, -9, 0%, -11%, 4%
O=C(CCCCCNC(=O)N1CCn2c1nc1ccccc12)NCCc1ccccc1
→ -12, i, -16%, 1%, 15%, -7, 0%, 1%, -8%
COc1cc(N=C2C(=O)N3c4c(cccc42)C(C)=CC3(C)C)cc(OC)c1
→ 19, i, -30%[inhibitor], 1%, -14%, -3, ?, -17%, -2%
O=C(COc1ccc(F)cc1)Nc1ccc(S(=O)(=O)Nc2ncccn2)cc1
→ 9, -5%, 16%, 4%, -13%, -1, -14%, -10%, 19%
FC(F)(F)c1cccc(NC(=S)NCc2ccccc2)c1
→ 56, -39%[inhibitor][57.5 µM], 14µM*, -24%, -13%, -5, 2%, ?, ?
CC(=O)c1cccc(-c2cnc3c(NC=O)cc(-c4ccccc4F)cn23)c1
→ 48, -78%[inhibitor], ?, 5%, 25%, 11, ?, -3%, 25%
COc1ccc(OCC(=O)N/N=C(\C)CC(=O)Nc2ccc(NC(C)=O)cc2)cc1
→ 8, -4%, 4%, 0%, 0%, 2, 10%, 8%, 43%[activator]
O=C(NCC1CCCO1)C1CCN(C2CCN(Cc3cccs3)CC2)CC1 (stereo unspecified)
→ -28, i, -15%, -4%, -3%, -20, -10%, 3%, -9%
Cc1noc(C)c1NC(=O)N(C)C[C@H]1Oc2ccc(NC(=O)NC(C)C)cc2C(=O)N([C@H](C)CO)C[C@H]1C
→ -5, -50%[inhibitor], 16%, 2%, -3%, -2, -2%, 28%, 4%
C/C(=C\C(=O)c1sccc1Cl)N(C)C
→ 0, i, ., -1%, -3%, -20, ?, 2%, 1%
O=C(c1ccc(=O)[nH]c1)N(Cc1cccs1)C1(C(=O)NC2CCCC2)CCCCC1
→ -14, -20%, 2%, -1%, -11%, 0, -20%, -7%, 2%
C/C(=N\N(c1ccccc1)c1ccccc1)c1ccc(N)cc1
→ -21, -20%, 2%, 1%, 6%, -4, -3%, 3%, ?
NC(=O)c1ccsc1NC(=O)Cc1ccc([N+](=O)[O-])cc1
→ 0, -80%[inhibitor], 13%, -3%, 11%, 0, ?, -2%, 6%
C[C@@H](C(O)c1ccccc1)N(C)C(=O)CCc1ccccc1 (stereo partly specified)
→ -3, 0%, 25%, 3%, 0%, 5, 11%, 8%, 10%
CCOc1cc(CN2CCN(CCOCCO)CC2)ccc1OC
→ -16, i, -15%, 1%, 3%, 1, 1%, ?, 22%

The closing five compounds of the section above open the next one:
Values run as follows: DRD3 antagonist, PTHR1 ag, TDP43 rescue, aSyn rescue, GLP-1R agonist, D3 ag, KB-V1 cytotox, GLP1R cytotox, GLP-1R inv ag
O=C(c1ccc(=O)[nH]c1)N(Cc1cccs1)C1(C(=O)NC2CCCC2)CCCCC1
→ -14, -20%, 2%, -1%, -11%, 0, -20%, -7%, 2%
C/C(=N\N(c1ccccc1)c1ccccc1)c1ccc(N)cc1
→ -21, -20%, 2%, 1%, 6%, -4, -3%, 3%, ?
NC(=O)c1ccsc1NC(=O)Cc1ccc([N+](=O)[O-])cc1
→ 0, -80%[inhibitor], 13%, -3%, 11%, 0, ?, -2%, 6%
C[C@@H](C(O)c1ccccc1)N(C)C(=O)CCc1ccccc1 (stereo partly specified)
→ -3, 0%, 25%, 3%, 0%, 5, 11%, 8%, 10%
CCOc1cc(CN2CCN(CCOCCO)CC2)ccc1OC
→ -16, i, -15%, 1%, 3%, 1, 1%, ?, 22%
CC(C)n1c(=S)[nH]c2scc(-c3cccs3)c2c1=O
→ 26, i, 0%, ?, -6%, 1, 12%, ?, ?
COc1ccc([C@@H]2CC=C(C(=O)O)[C@H](c3ccc(Br)cc3)N2S(=O)(=O)c2ccc(C)cc2)cc1OC
→ 7, i, 44%, 0%, 10%, 10, 17%, -3%, 0%
CCN(CC(=O)NCc1cccs1)C(=O)c1ccc(S(=O)(=O)Nc2ccccc2)cc1
→ 14, i, 9%, -1%, -2%, 3, 0%, -11%, -1%
CC(=O)/C=C/c1ccc(C)o1
→ 3, i, -8%, -1%, 2%, -4, 7%, -2%, 18%
CCCSc1ccc([C@@H]2[C@H]3C(=O)N(C)C(=O)[C@H]3[C@]3(C(=O)OC)CCCN23)cc1OC
→ -26, -21%, -13%, -1%, -1%, -27, -9%, -6%, 23%
CCc1ccc(NC(=O)N(CCOC)C2CCN(C(C)=O)CC2)cc1
→ -3, i, -15%, 0%, -14%, -7, -8%, 3%, 0%
CCc1nn(C(C)C(=O)N2CCN(c3cccc(C(F)(F)F)c3)CC2)c(=O)c2cc3occc3n12 (stereo unspecified)
→ ., -23%, ?, ., ., -7, 8.2µM*, 0%, 16%
CC(C)(C)OC(=O)[C@H](Cc1ccccc1)NC(=O)c1nc[nH]c1C(=O)N[C@@H](Cc1ccccc1)C(=O)OC(C)(C)C
→ -14, -32%[inhibitor], 17%, 24%, 0%, -39, ?, 0%, 10µM*

Screening results as filed in PubChem.
